CHT inh = human CHT choline transport inhibition. Q9GZV3. CHT-expressing cells, membrane potential dye, choline response; active compounds read low. B-score at 10 µM. 310,000 compounds, 0.86% hits. AID 488975;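 active means B-score over 3 SD under the library average, and starting fluorescence ratio not unusually high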;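 further: choline stimulus applied at its EC90 after an EC20 pre-addition; B-score computed on integrated fluorescence ratio after choline addition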
Target sequence (Q9GZV3 whole entry, looked up): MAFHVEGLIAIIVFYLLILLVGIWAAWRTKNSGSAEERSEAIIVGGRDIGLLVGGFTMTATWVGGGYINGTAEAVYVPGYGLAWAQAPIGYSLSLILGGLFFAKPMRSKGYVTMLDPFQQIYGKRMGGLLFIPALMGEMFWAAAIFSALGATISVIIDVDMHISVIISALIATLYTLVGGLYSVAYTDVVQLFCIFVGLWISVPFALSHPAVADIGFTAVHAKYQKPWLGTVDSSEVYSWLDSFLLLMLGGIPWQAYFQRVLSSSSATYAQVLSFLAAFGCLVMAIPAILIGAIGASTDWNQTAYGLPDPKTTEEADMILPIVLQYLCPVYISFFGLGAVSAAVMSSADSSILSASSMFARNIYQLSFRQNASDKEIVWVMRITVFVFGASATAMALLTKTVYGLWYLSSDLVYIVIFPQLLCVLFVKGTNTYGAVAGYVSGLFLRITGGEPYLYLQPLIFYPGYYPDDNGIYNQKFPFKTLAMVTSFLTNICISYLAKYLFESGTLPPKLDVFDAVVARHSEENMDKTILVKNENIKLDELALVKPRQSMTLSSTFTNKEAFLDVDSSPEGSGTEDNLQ
Kir21 inh = inhibitors of mouse Kir2.1 inward-rectifier potassium channel. 310,000 compounds, 0.85% hits. B-score at 10 µM. P35561. AID 1672. HEK293-Kir2.1, FluxOR thallium flux fluorescence; active compounds read low;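 active means fluorescence ratio B-score at or below minus 3 SD of library scores, with starting-brightness B-score within 2 SD, cut at about -4.2 in these data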;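 further: channel flux triggered by added potassium and thallium sulfate stimulus; B-score of peak minus minimum fluorescence over baseline after thallium stimulus; more negative B-score means stronger Kir2.1 block with less thallium influx; some compounds called inactive have numbers as strong as hits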
Target sequence (P35561 whole entry, looked up): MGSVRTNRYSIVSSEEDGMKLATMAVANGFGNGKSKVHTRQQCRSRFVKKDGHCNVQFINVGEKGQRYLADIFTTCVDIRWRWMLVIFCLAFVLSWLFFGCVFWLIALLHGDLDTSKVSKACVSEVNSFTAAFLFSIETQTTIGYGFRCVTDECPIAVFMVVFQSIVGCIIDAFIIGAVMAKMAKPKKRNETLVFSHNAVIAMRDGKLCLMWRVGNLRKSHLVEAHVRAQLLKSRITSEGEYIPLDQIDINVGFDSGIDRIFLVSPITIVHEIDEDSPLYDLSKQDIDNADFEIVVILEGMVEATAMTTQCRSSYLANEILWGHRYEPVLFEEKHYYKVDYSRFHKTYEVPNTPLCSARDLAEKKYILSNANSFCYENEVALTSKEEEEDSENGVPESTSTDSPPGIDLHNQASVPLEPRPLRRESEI
Numbers without * were called inactive; i = inactive; . = no result given; & = joins results of further samples.

Kir21 inh	CHT inh	Compound
-0.23	i	CN(C)c1ccc(C2OC(=O)C(C)(C)C(=O)C2(C)C)cc1 (stereo not given)
0.38	i	Cc1cccc(S(=O)(=O)c2c(N)n(/N=C/c3ccco3)c3nc4ccccc4nc23)c1
0.07	i	CCOC(=O)c1cnn(C)c1NC(=O)c1ccc([N+](=O)[O-])cc1
0.03	i	O=C(Nc1ccc(F)cc1)C(NC1CCCCC1)c1ccccc1 (stereo not given)
0.02	i	Cc1ccc(CNC(=O)CNC(=O)[C@@H]2Cc3ccccc3CN2C(=O)OC(C)(C)C)cc1
0.14	i	Cc1ccc(NC(=O)CCC(=O)NNC(=S)Nc2ccccc2)c(C)c1
-0.21	i	COP(=O)(OC)c1nc(-c2cccc3ccccc23)oc1NCCc1ccccc1
0.82	i	CN(c1ccc(C(=O)N/N=C/c2cccc([N+](=O)[O-])c2)cc1)S(=O)(=O)c1ccccc1
-0.19	i	CC(C)c1cccc(C(C)C)c1NC(=O)c1ccc(OCC(=O)NCc2ccccc2)cc1
-0.26	i	Cc1ccc(S(=O)(=O)CCc2nnc(N)s2)cc1
-0.48	i	COc1cc2[nH]c(=O)n(CCCC(=O)NCCc3ccccc3)c(=O)c2cc1OC
-0.77	i	CCN(CC)S(=O)(=O)c1ccc(N2CCCC2)c(C(=O)OCC(=O)Nc2cc(C)on2)c1
1.2	i	O=C(O)CS(=O)(=O)c1ccc(Oc2ccc(S(=O)(=O)CC(=O)O)cc2)cc1
-0.22	i	CC(=O)Oc1ccc2c(=O)c(-c3nc4ccccc4s3)coc2c1
-0.8	i	CC(=O)Nc1ccc(S(=O)(=O)NC2(C(F)(F)F)NC(=O)N(Cc3ccccc3)C2=O)cc1 (stereo not given)
1	i	CCOC(=O)c1cnc(-n2nc(C)cc2C)nc1Nc1ccc(OC)cc1
-1.7	i	COc1ccc(CNC(=O)CN(CC2CCCO2)C(=O)CNS(=O)(=O)c2ccccc2)cc1 (stereo not given)
-1.3	i	CC1(C)CC(NC(=O)c2cccc(Cl)c2)CC(C)(C)N1
0.14	i	CCCC(=O)Nc1ccc(N2CCN(C(=O)c3cc4ccccc4o3)CC2)cc1
-0.98	i	O=C(NCCCN1CCCC1=O)c1csc2ccccc12
-1.1	i	CC(=O)C1=C(O)CC(c2ccccc2)CC1=NCCc1ccccc1 (stereo not given)
2.1	.	CC(C)CN1CN(S(=O)(=O)c2cccs2)c2nc3ccccc3nc21
-1.3	i	CCn1c(COc2ccccc2C)nnc1SCC(=O)NCc1ccccc1
-0.78	i	Cn1c2c(c(=O)n(C)c1=O)C(c1ccc(Br)cc1)C(C#N)=C(N)N2 (stereo not given)
-1	i	CN(CCOc1ccc(Cl)cc1)Cc1cccc(S(=O)(=O)N(C)C)c1
0.52	i	CC#CC(=O)N1CCCC(Cc2cccc(OC)c2)(C(=O)OCC)C1 (stereo not given)
-0.39	i	CCNC(=O)/C(C#N)=C/c1c(N2CCN(C)CC2)nc2c(C)cccn2c1=O
1.4	i	Cc1ccc(Oc2nc3c(c(=O)n(C)c(=O)n3C)n2C)cc1C
-1.4	i	COc1cccc(CNC(=O)Cc2ccc(Br)cc2)c1
0.52	i	CS(=O)(=O)n1nc(C(=O)N2CCOCC2)nc1N
-0.53	i	Cc1ccccc1NS(=O)(=O)c1cc2c3c(c1)C(C)C(=O)N3CCC2 (stereo not given)
0.97	i	O=C(COc1ccccc1-c1ccccc1)N/N=C/c1ccccn1
-1.1	i	COc1cc(NC(=O)CCS(=O)(=O)c2ccc3nc(C)sc3c2)cc(OC)c1OC
-0.49	i	CCc1ccc2oc(=O)cc(CN3CCCCC3)c2c1
0.6	i	COc1ccc(C2N(C(=O)c3ccccc3)CCN2C(=O)c2ccc(C)cc2)cc1 (stereo not given)
-1.2	i	Cc1ccc(CC(=O)NCc2cccnc2)cc1
1.1	i	COc1ccc(C2=NC(C(F)(F)F)(C(F)(F)F)c3c(n(C)c(=O)n(C)c3=O)N2)cc1
2.9	i	CCCCCC(=O)Nc1nnc(CCc2ccccc2)s1
-0.05	i	CCOC(=O)c1cnc2c(-c3ccccc3)c(C)nn2c1N
0.16	i	Cc1nn(CCCC(=O)NCc2ccc(Cl)cc2)c(C)c1[N+](=O)[O-]
-0.25	i	CC(C)Cc1n[nH]c(=O)c2c1nnn2Cc1ccccc1F
0.18	i	COc1ccc(OC)c(C(=O)c2ccccn2)c1
0.13	i	Cn1c(N)c(C(=O)COC(=O)/C=C/c2ccc(OC(F)F)cc2)c(=O)n(C)c1=O
-0.2	i	COC(=O)CC1(c2cccc3ccccc23)C(=O)c2ccccc2C1=O
0.41	i	COCc1c(C(=O)OCC(=O)NCCN2C(=O)CSC2=O)oc2ccccc12
0.01	i	Cc1ccnc(NS(=O)(=O)c2ccc(NC(=O)CSc3nc(-c4ccccc4)cc(=O)[nH]3)cc2)n1
-2.4	i	COc1ccccc1C(C)NS(=O)(=O)c1ccc(Cl)nc1 (stereo not given)
3.1	i	Cc1cccc(NC(=O)C2CC(=O)N(c3ccccc3)C2)c1C (stereo not given)
-1.4	i	N#CC(C#SN)=C1CCCCC1
1.1	i	Nc1ccc(-c2nc3ccc([N+](=O)[O-])cc3[nH]2)cc1

New compounds follow
Kir21 inh	CHT inh	Compound
0.04	i	CC(SCc1ccccc1)C(=O)N/N=C/c1cccs1 (stereo not given)
-1.2	i	CC(=O)c1cccc(NC(=O)Nc2ccc3c(c2)N(C)C(=O)CS3)c1
0.56	i	Cc1nc2ccccn2c1C(=O)/C=C/c1ccc(F)cc1
0.92	i	CC(/C=C1\SC(=O)N(CC(=O)Nc2cccc(O)c2)C1=O)=C\c1ccccc1
1.3	i	O=C(Nc1cccc(C(=O)O)c1)/C(=C\C=C\c1ccccc1)NC(=O)c1ccccc1
0.01	i	C=CC(=C)CC(NC)c1ccccc1 (stereo not given)
-0.1	i	CCOC(=O)c1ccc(NC(=O)N2CCN(S(C)(=O)=O)CC2)cc1
-0.64	i	O=C(COC(=O)c1cc([N+](=O)[O-])ccc1NCc1ccccc1Cl)NCC(F)(F)F
-1.4	.	Cc1cccc(C)c1NC(=O)C(C)Sc1nnc(C)n1CC1CCCO1 (stereo not given)
0.72	i	O=C(O)c1nn(-c2ccccc2C(F)(F)F)cc1O

Complete entries, looked up by structure.
C=CC(=C)CC(NC)c1ccccc1 (stereo not given) as listed: Kir21 inh: 0.01; CHT inh: i
O=C(O)c1nn(-c2ccccc2C(F)(F)F)cc1O as listed: Kir21 inh: 0.72; CHT inh: i
Cc1cccc(C)c1NC(=O)C(C)Sc1nnc(C)n1CC1CCCO1 (stereo not given) as listed: Kir21 inh: -1.4; CHT inh: .

Next part:
Kir21 inh	CHT inh	Compound
-1.3	i	COc1ccc(C(=O)NCc2ccccc2)cc1S(=O)(=O)N1CCCc2ccccc21
0.97	i	Cc1ccccc1CCN(CC(=O)NC1CCCCC1)C(=O)c1csnn1
-1.1	i	C=C(C)CSc1nc2ncc(Cl)cc2[nH]1
-0.13	i	O=C(Nc1ccc([N+](=O)[O-])cn1)c1cc(-c2cccc(Cl)c2)nc2ccccc12
1.2	i	Cc1ccc(S(=O)(=O)N(CC(=O)N2CCOCC2)c2ccccc2F)cc1
-0.02	i	COc1ccc(O)c(/C=N/NC(=O)CCC(=O)Nc2ccc(F)cc2)c1
0.71	i	O=C(CN1CCN(Cc2ccccc2)CC1)N/N=C\C=C/c1ccco1
0.02	i	CCOc1ccc(/C=C/C(=O)N(C)CC(=O)Nc2cccc(F)c2)cc1OCC
-0.58	i	O=C(NS(=O)(=O)c1ccccc1)c1ccccc1
0.76	i	C=CCn1c(SCC(=O)NCC2CCCO2)nnc1C1CCCCC1 (stereo not given)

Reprinted at random: 2 records from the list.
Kir21 inh	CHT inh	Compound
0.02	i	CCOc1ccc(/C=C/C(=O)N(C)CC(=O)Nc2cccc(F)c2)cc1OCC
-0.02	i	COc1ccc(O)c(/C=N/NC(=O)CCC(=O)Nc2ccc(F)cc2)c1

Continued.
Kir21 inh	CHT inh	Compound
-0.38	i	O=C(CC1C(=O)NCCN1C(=O)Nc1ccc(F)cc1F)Nc1cc(Cl)ccc1Cl (stereo not given)
0.28	.	CCCCSc1nc2sc3c(c2c(=O)n1-c1ccc(OC)cc1)CCN(C)C3
-0.06	i	Clc1cccc(Cl)c1CON/C=N/c1ncnc2sccc12
-0.3	i	c1ccc(Cn2cc(CN3CCCO3)c(-c3ccc4c(c3)OCO4)n2)cc1
0.73	i	COc1ccc(C(C(=O)NC2CCCCC2)N(C(=O)c2sc(C)nc2C)c2ccc(OC)cc2)cc1 (stereo not given)
-0.48	i	CC(=O)c1sc2nc(CSc3nncn3C)[nH]c(=O)c2c1C
-0.91	i	COc1ccc(C(C)C)cc1S(=O)(=O)N1CCN(c2ccccc2)CC1
-0.08	i	O=C(NCCN1CCOCC1)c1cc(-c2cccc(Cl)c2)on1
-2.1	i	O=S(=O)(NCc1nnc2c(C(F)(F)F)cc(Cl)cn12)c1ccccc1
0.01	i	CC(C)NC(=O)CN(C(=O)CCC(=O)Nc1nccs1)c1ccc(C(C)C)cc1
1.4	i	NC(=O)Cn1cc(/C=N\NS(=O)(=O)c2ccc(Cl)cc2)c2ccccc21
-0.74	i	CC(=O)OC(C(=O)Nc1ccccc1)C(C)S(=O)(=O)c1ccccc1 (stereo not given)
1.2	i	Cc1ccc(C(=O)N(CC(=O)NC2CCCC2)c2cccc(F)c2)s1
-0.49	i	CCOc1ccccc1-n1nnnc1SCC(=O)Nc1cc(C)on1
1.1	i	Cc1ccc(-c2nc3ccccc3s2)cc1NC(=S)NC(=O)c1cccc2ccccc12
-0.11	i	COc1cc(NC(=S)NCc2ccc(S(N)(=O)=O)cc2)cc(OC)c1
0.94	i	CCc1ccc(-c2cc(C(=O)Nc3c(C)n(C)n(-c4ccccc4)c3=O)c3ccccc3n2)s1
0.95	i	CCOC(=O)CNC(=O)c1ccc(OCC(F)(F)F)cc1
-1.7	i	COC(=O)[C@@H]1C[C@@]2(O)[C@@H](O)[C@@H](O)[C@@H](O)C[C@H]2N1Cc1ccc(-c2ccccc2)cc1
-1.4	i	Cc1nnc(SCC(=O)NC(C)(C)C)n1NCc1ccc(Cl)cc1

Ordered by the number under Kir21 inh (smallest number first): some entries from above.
structure	Kir21 inh
Cc1nnc(SCC(=O)NC(C)(C)C)n1NCc1ccc(Cl)cc1	-1.4
Cc1ccc(-c2nc3ccccc3s2)cc1NC(=S)NC(=O)c1cccc2ccccc12	1.1
NC(=O)Cn1cc(/C=N\NS(=O)(=O)c2ccc(Cl)cc2)c2ccccc21	1.4

The list goes on.
Kir21 inh	CHT inh	Compound
0	i	O=C(CCc1nc2sc3c(c2c(=O)[nH]1)CCCC3)Nc1cccc(Cl)c1
-0.11	i	CCCn1nnnc1SCC(=O)Nc1ccc(F)cc1
0.01	i	COC(=O)C1=CN(c2ccc(F)cc2)C=C(C(=O)OC)C1c1ccc(O)cc1
1.8	i	Cc1cc(CSc2ccccc2)ccc1NC(=O)COc1ccccc1C
-0.07	i	COc1ccc(/C=c2\s/c(=C/C(=O)c3ccc(C)cc3)[nH]c2=O)c(OC)c1
0.72	i	Cc1ccc(C(=O)N(Cc2ccc3c(c2)OCO3)Cc2nc3ccccc3c(=O)[nH]2)cc1
0.53	i	C/C=C/c1ccc(OC(C)=O)c(OC)c1
1.2	i	O=C(NC(=S)Nc1ccccc1N1CCOCC1)c1sc2ccccc2c1Cl
-2.8	i	COc1cccc(C(=O)Nc2ccc(NC(C)=O)cc2)c1
1.1	i	O=C(CCCn1cncn1)N1CCCC(N2CCN(c3ccccc3F)CC2)C1 (stereo not given)
-1.8	i	NC(=O)CSc1nnc(-c2cc(-c3ccc(Cl)cc3)nc3ccccc23)o1
0.7	i	Cc1cc(C)cc(-n2c(N)c(C(=O)Nc3c(C)n(C)n(-c4ccccc4)c3=O)c3nc4ccccc4nc32)c1
0.69	i	CSc1nc2ccccc2cc1/C=C(\C#N)c1ccccc1
-0.51	i	CCC(Cc1ccccc1)NC(=O)c1ccc2nc(N3CCOCC3)sc2c1 (stereo not given)
0.14	i	COCCN=c1scc(C)n1/N=C/C1CC2C=CC1C2 (stereo not given)
0.01	i	O=C(Nc1ccc(C(=O)O)cc1)/C(=C\c1ccc2c(c1)OCO2)NC(=O)c1ccccc1
-2.6	i	CCOC(=O)COc1ccc(S(=O)(=O)NCC2CCCO2)cc1 (stereo not given)
0.03	i	COc1cc(Cn2c(-c3nonc3N)nc3ccccc32)ccc1C
-1.2	i	CCOc1ccccc1Nc1nc(N2CCCC2)nc(N2CCOCC2)n1
0	i	COc1ccc(OCC(=O)N(Cc2ccco2)C2CCS(=O)(=O)C2)cc1 (stereo not given)

Taken from above.
For Kir21 inh, `COCCN=c1scc(C)n1/N=C/C1CC2C=CC1C2` (stereo not given) has the entry 0.14
For Kir21 inh, `COc1ccc(OCC(=O)N(Cc2ccco2)C2CCS(=O)(=O)C2)cc1` (stereo not given) has the entry 0

(listing goes on)
Kir21 inh	CHT inh	Compound
-0.59	i	O=C(C[n+]1cc(-c2ccc(Cl)c(Cl)c2)n2c1CCC2)N1c2ccccc2Sc2ccccc21
0.01	i	CCOC(=O)c1cc2cc(OC)ccc2[nH]1
-0.39	i	Cc1cc(C(=O)Nc2sc3c(c2C#N)CCCCC3)cs1
-0.03	i	COc1ccc(-c2cn(-c3ccc(C)cc3)c(=O)n2CC(=O)Nc2ccc(OC)cc2OC)cc1
1.9	i	CN=Cc1cc(-c2ccccc2)sc1O
-0.21	i	Cc1ccc(NC(=O)O/N=C/c2ccc(N(C)C)cc2)cc1
-1.2	i	Brc1ccc(-c2nc(-c3ccncc3)no2)o1
1.2	i	Cc1ccc(NC(=O)N2CCCC2C(=O)Nc2ccc3c(c2)OCO3)cc1 (stereo not given)
0.82	i	C/C(=N/OC(=O)c1ccccc1Br)c1ccc(C)cc1
-1.9&-0.51	i	C=CCn1c(SCCCC)nc(O)cc1=O
-0.06	i	COc1cc2c(cc1OC)/C(=C/C(=O)N1CCOCC1)NC(C)(C)C2
-0.02	i	COc1ccc(OC)c(-c2csc(NC(=O)CSc3ccc(Br)cc3)n2)c1
